# MrgX1 allo act = allosterically activates human MrgX1 receptor signaling; Q96LB2; MrgX1-HEK293, Fluo-4 calcium flux, FDSS; stronger effect = higher value; B-score at 10 µM; hit rate 0.63% among 310,000;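 active means plate-corrected calcium response at least 3 library SD above typical, normal starting fluorescence, not activating the receptor alone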;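 further: compound read alongside a low EC10 to EC30 dose of BAM8-22 agonist; peak minus trough fluorescence over baseline measured at the second addition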
# MrgX1 antagonist = human MrgX1 receptor antagonism, primary screen; hit rate 1.3% among 310,000; AID 588676; Q96LB2; MRGX1-HEK293 calcium flux, Fluo-4, BAM8-22 antagonism; stronger effect = lower value; B-score at 10 µM;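 active means calcium-response B-score plate-corrected more than 3 library SD below zero, starting fluorescence within 5 deviations, no agonist response on first addition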;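 further: peak minus trough fluorescence over baseline after final BAM8-22 challenge near maximal dose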
# RGS4 act = potentiators or activators of RGS4; HEK293 M3R/inducible RGS4, carbachol calcium flux Fluo4; stronger effect = lower value; B-score at 10 µM; hit rate 0.92% among 310,000;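 active means B-score of the integrated calcium signal more than 4 SD below the library mean, with starting fluorescence not abnormally high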;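 further: negative B-score means reduced calcium response which marks RGS4 activation or potentiation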
#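 Also added: carbachol at ECmax as muscarinic agonist stimulus; Assay system: HEK293 cells with stable M3R and inducible RGS4; Timing: overnight RGS4 induction, 30 min dye load 37 °C, 20 min compound RT; Measured by: Fluo4-AM (2 µM) calcium-flux fluorescence, kinetic read.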
# TRPC6 inhibitor = blocks the mouse TRPC6 cation channel | Q61143 | HEK293-TRPC6, membrane potential dye, ACh-evoked depolarization; stronger effect = lower value | B-score at 10 µM | hit rate 1.1% among 310,000 | AID 2553;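 active means B-score under library mean minus 3 SD, initial fluorescence not abnormally high, positive integrated signal ratio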;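 further: B-score derived from integrated fluorescence ratio over the kinetic read; more negative B-score means stronger inhibition of depolarization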
# MrgX1 agonist = human MrgX1 receptor agonism, primary screen | B-score at 10 µM | Q96LB2 | MrgX1-HEK293 cells, Fluo-4 calcium fluorescence, agonist mode; stronger effect = higher value | hit rate 0.44% among 310,000 | AID 588627;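 active means calcium response B-score plate-corrected fluorescence ratio at least 3 library SD, with starting fluorescence B-score inside 5 SD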
#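 Material: HEK293 cells stably expressing human MrgX1 receptor | Quantity: 15,000 cells per well | Times: Cells plated overnight, dye loaded 0.5 h 37 °C, 0.5 h room temperature | Measured by: Kinetic Fluo-4 NW fluorescence of intracellular calcium | Control set: Positive and negative controls per plate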
# TRPC6 activator = activates the mouse TRPC6 cation channel; Q61143; HEK293-TRPC6 membrane potential dye fluorescence; stronger effect = higher value; B-score at 10 µM; hit rate 0.13% among 310,000; AID 2550;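 active means B-score of the integrated fluorescence ratio above library mean plus 3 SD, and starting fluorescence ratio within library mean plus 5 SD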;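 further: higher score means more depolarization so channel activation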
# SKKanGAS inh = SKKanGAS growth inhibition | S. pyogenes SKKanGAS, kanamycin growth, BacTiter-Glo, 6 h | inhibition, % at 7.5 µM | hit rate 1.3% among 300,000;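 active means mean replicate score, as percent of positive control median, at least 50; inconclusive means mean below 50 but one replicate at or above 50; inactive means mean and every replicate below 50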;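 further: strain carries kanamycin resistance gene driven by streptokinase promoter and grows in 40 µg/ml kanamycin; loss of luminescence reflects streptokinase promoter inhibition or plain growth inhibition; 0% = median of DMSO wells and 100% = positive control at its reference dose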
# HDAC3 inh = human HDAC3 inhibition. O15379. recombinant HDAC3, fluorogenic peptide/trypsin coupled, fluorescence. inhibition, % at 8.3 µM. hit rate 0.15% among 320,000. AID 2718; in the data active means inhibition above about 26%, passing the limit was not always enough; inconclusive means no clear call, values can overlap the other calls
# RGS4 block = human RGS4 inhibition. HEK293 M3R/RGS4 inducible, Fluo-4 calcium flux; stronger effect = higher value; triggered by carbachol at its EC20. hit rate 0.45% among 310,000. AID 463165. B-score at 10 µM. P49798;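 active means B-score, a plate-corrected calcium signal, over three deviations above library mean, with baseline fluorescence within five deviations of library mean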;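 further: RGS4 expression induced by doxycycline in cells with stable M3 receptor; B-score is computed from the integrated fluorescence ratio over baseline after carbachol; higher B-score means a larger calcium signal and so more RGS4 inhibition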
# ANO1 activ = activates or potentiates the mouse TMEM16A chloride channel; Q8BHY3; HEK293 TMEM16A/YFP-H148Q/I152L, iodide quench fluorescence; stronger effect = lower value; B-score at 10 µM; hit rate 0.3% among 340,000; AID 623877;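 active means fluorescence-ratio B-score plate-corrected deviation score at least 3 library SD below zero, with starting fluorescence score within 5 deviations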;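 further: channel opened by trigger with iodide after compound preincubation; score built on the fluorescence ratio of max minus min over baseline; more negative score means more quench and so TMEM16A activation or potentiation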
# Target sequence (Q8BHY3 whole entry, looked up): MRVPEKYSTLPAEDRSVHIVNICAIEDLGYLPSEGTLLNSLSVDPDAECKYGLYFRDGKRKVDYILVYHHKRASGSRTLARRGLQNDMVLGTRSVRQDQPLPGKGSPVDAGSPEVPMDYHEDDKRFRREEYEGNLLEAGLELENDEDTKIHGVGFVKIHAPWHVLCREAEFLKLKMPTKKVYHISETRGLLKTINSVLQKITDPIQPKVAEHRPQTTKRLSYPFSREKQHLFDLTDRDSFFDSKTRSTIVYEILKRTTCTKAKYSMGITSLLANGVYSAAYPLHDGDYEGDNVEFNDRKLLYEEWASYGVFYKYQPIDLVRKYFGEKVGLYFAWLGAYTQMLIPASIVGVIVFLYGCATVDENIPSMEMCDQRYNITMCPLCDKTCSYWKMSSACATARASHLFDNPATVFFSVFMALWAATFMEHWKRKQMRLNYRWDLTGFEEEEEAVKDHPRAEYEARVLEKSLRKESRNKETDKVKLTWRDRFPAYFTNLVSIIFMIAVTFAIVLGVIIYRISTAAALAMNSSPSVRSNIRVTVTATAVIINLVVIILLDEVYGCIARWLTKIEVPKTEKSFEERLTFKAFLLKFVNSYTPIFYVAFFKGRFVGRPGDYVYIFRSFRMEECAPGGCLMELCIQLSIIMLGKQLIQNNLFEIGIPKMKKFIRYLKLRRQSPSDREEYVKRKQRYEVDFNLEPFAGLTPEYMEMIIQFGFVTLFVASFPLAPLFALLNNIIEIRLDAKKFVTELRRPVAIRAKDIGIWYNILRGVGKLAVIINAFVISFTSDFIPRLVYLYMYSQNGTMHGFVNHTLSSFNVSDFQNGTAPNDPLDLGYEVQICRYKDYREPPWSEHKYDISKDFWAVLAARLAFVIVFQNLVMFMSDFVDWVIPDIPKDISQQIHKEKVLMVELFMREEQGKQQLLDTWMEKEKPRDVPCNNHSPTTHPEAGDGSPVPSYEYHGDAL
# TMEM16A inh = inhibitors of mouse TMEM16A calcium-activated chloride channel; AID 588511; normalized B-score (activity score, 25-100; higher = stronger inhibition) at 10 µM; hit rate 1.2% among 310,000; Q8BHY3; HEK293 TMEM16A/YFP iodide influx fluorescence, ionomycin;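 active means ratio plate-corrected score three or more library SD toward inhibition, starting fluorescence score within five deviations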;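 further: score derived from kinetic fluorescence span divided by baseline fluorescence per well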
# Starred values were filed as active, the others as inactive; i = inactive; ? = inconclusive; nt = no result given.
SMILES,MrgX1 allo act,MrgX1 antagonist,RGS4 act,TRPC6 inhibitor,MrgX1 agonist,TRPC6 activator,SKKanGAS inh,HDAC3 inh,RGS4 block,ANO1 activ,TMEM16A inh
CCc1ccc(NC(=O)CSc2nc(=O)n(CCCN(C)C)c3c2CCC3)cc1,i,i,i,i,i,i,0,2,i,i,i
COc1ccc(N2C(=O)/C(=C\c3ccco3)N=C2SCC(N)=O)cc1Cl,i,i,i,i,i,i,2,3,i,i,i
CCN1C(=O)N(CC)c2cccc3cccc1c23,i,i,i,i,i,i,6,-6,i,i,i
O=C(CCNC(=O)c1ccc(Cl)cc1)Nc1ccc(S(=O)(=O)N2CCCCC2)cc1,i,i,i,i,i,i,2,9,i,i,i
CC(=O)C1=C(O)C(=O)N(c2nccs2)C1c1ccccc1F (stereo unspecified),i,i,i,i,i,i,0,0,i,i,i
CN(C)C(=O)c1cc(C(=O)c2ccccc2F)c[nH]1,i,i,i,i,i,i,-2,8,i,i,i
CC(=O)CSc1cc(-c2ccccc2)nc2ncnn12,i,i,i,i,i,i,3,?,i,i,i
O=C1C2C3C=CC(C2C(=O)N1CCO)C1C(=O)N(CCO)C(=O)C31 (stereo unspecified),i,i,i,i,i,i,0,2,i,i,i
Cc1cccc(/C=C/C(=O)c2ccc(NC3=NCCCS3)cc2)c1,i,i,i,i,i,i,nt,9,i,i,i
O=c1[nH]c2ccccc2n2c(=S)[nH]nc12,i,i,i,i,i,i,0,3,i,i,i
Cc1c(N)cc(C(=O)N2CCOCC2)cc1[N+](=O)[O-],i,i,i,i,i,i,-3,-8,i,i,i
CCN(CC)CC(C)CNC(=O)CN1C(=O)CSc2ccc(S(=O)(=O)N3CCOCC3)cc21 (stereo unspecified),i,i,i,i,i,i,0,1,i,i,i
O=C(/C=C/c1ccccc1)Nc1sc2c(c1C(=O)O)CCC2,i,i,i,i,i,i,19,nt,i,i,i
Cc1ccc2c(c1)C(=O)C(=O)N2CC(=O)OC(C)C,i,i,i,i,i,i,-2,4,i,i,i
COc1ccc(/C=N/NC(=O)c2nc(-c3ccccc3)n(-c3ccccc3)n2)cc1OC,i,i,i,i,i,i,0,4,i,i,i
COc1cc(CNCCc2c[nH]c3ccccc23)ccc1OCc1ccc(F)cc1,i,i,i,i,i,i,4,8,i,i,i
CSc1ccc(-c2nc(CN(C)C3CCOC3)c(C)o2)cc1 (stereo unspecified),i,i,i,i,i,i,-4,8,i,i,i
CC1(C)CC[C@]2(CO)[C@@H](O)C[C@]3(C)C(=CCC4[C@@]5(C)CC[C@H](O)C(C)(C)C5CC[C@]43C)[C@@H]2C1 (stereo partly specified),i,i,i,i,i,i,23,0,i,nt,i
CCCCN(C)CCCNC(=O)CCn1nc(-c2ccccc2)ccc1=O,i,i,i,i,i,i,0,-1,i,i,i
Cc1ccc(S(=O)(=O)N(CC(O)CN2C(=O)NC(C)(C)C2=O)c2cccc([N+](=O)[O-])c2)cc1 (stereo unspecified),i,i,i,i,i,i,0,2,i,i,i
COc1cc(OC)cc(C(=O)Nc2ccc(S(=O)(=O)N(C)C)cc2)c1,i,i,i,i,i,i,-1,1,i,i,i
CCOCc1c(C(=O)Nc2ccc(OC)nc2)oc2ccccc12,i,i,i,i,i,i,1,-3,i,i,i
COc1ccc(Oc2ncnc3c2oc2ccc(Br)cc23)cc1,i,i,i,i,i,i,-6,2,i,i,i
CCCOc1cccc(C2C(C(=O)c3ccco3)=C(O)C(=O)N2c2nnc(C)s2)c1 (stereo unspecified),i,i,i,i,i,i,12,16,i,i,i
Cc1ccc(C(C)C)c(OCCNC(=S)Nc2cccc3ccccc23)c1,i,i,i,i,i,i,33,5,i,i,i
CN(C)c1nc(OCC(=O)NC(C)(C)C)nc(N(C)C)n1,i,i,i,i,i,i,-2,3,i,i,i
CC(=O)c1cccc(OCC(O)CNCCc2ccc(Cl)cc2)c1 (stereo unspecified),i,i,i,i,i,i,4,nt,i,i,i
O=C(N/N=C/c1ccc([N+](=O)[O-])o1)c1cn(-c2ccccc2)nc1-c1ccc(F)cc1,i,i,i,i,i,i,86*,-3,i,nt,i
CC(C)(C)OC(=O)N1CCN(C(=O)Cn2cc(CCO)nn2)CC1,i,i,i,i,i,i,2,6,i,i,i
CCOc1ccc(NC(=S)N2CCC(NC(=O)c3ccccc3)CC2)cc1,i,i,i,i,i,i,11,-2,i,i,i
COc1cccc(-c2c(C(=O)N/N=C(\C)c3ccco3)nnn2-c2nonc2N)c1,i,i,i,i,i,i,2,4,i,i,i
Cc1cc(C)nc(NS(=O)(=O)c2ccc(NC(=O)CSc3nc(-c4ccccc4)c(C#N)c(=O)[nH]3)cc2)n1,i,i,i,i,i,13*,-2,1,i,i,i
C1=C(c2ccccc2)Nc2nnnn2C1,i,i,i,i,i,i,-3,-11,i,i,i
COc1ccc(NC(=O)CS(=O)c2cccc(Cl)c2)cc1 (stereo unspecified),i,i,i,i,i,i,-1,3,i,i,i
O=C(c1ccccc1Br)N1CCN(Cc2ccc3c(c2)OCO3)CC1,i,i,i,i,i,i,6,-6,i,i,i
COc1ccc(N2CCN(CCNC(=O)Nc3cccc(C)c3C)CC2)cc1,i,i,i,i,i,i,0,-3,i,i,i
Cc1ccc(C)c(N2CCN(C(=O)c3ccc4c(=O)n5c(nc4c3)CCCCC5)CC2)c1,i,i,i,i,i,i,26,nt,i,i,i
CCC(Oc1ccccc1OC)C(=O)Nc1ccc2c(c1)OCCO2 (stereo unspecified),i,i,i,i,i,i,1,1,i,i,i
COC(=O)c1sc(=S)n(-c2ccccc2OC)c1N,i,i,i,i,i,i,-2,2,i,i,i
C/C(=N\NC(=O)c1ccc(C(=O)N/N=C(\C)c2ccco2)o1)c1ccco1,i,i,i,i,i,i,1,1,i,i,i
O=C(Nc1cc(F)ccc1F)c1cccc(-n2cnnn2)c1,i,i,i,i,i,i,-4,-2,i,i,i
CCN1CCc2nc3ccccc3c(C(=O)Nc3ccc(F)cc3)c2C1,i,i,i,i,i,i,1,3,i,i,i
CCN(CC)CCn1c(SCC(=O)NCc2ccccc2)nc2c(sc3ccccc32)c1=O,i,i,i,i,i,i,4,-3,i,i,i
Cn1ccnc1SCC(=O)c1ccc(O)cc1,i,i,i,i,i,i,-3,11,i,i,i
COC(=O)c1ccc(C)c(-n2c(C)cc(C=O)c2C)c1,i,i,i,i,i,i,-6,-4,i,i,i
Cc1ccc2c(c1)C(c1ccccc1)N(C(=O)c1ccc(S(=O)(=O)N3CCOCC3)cc1)CC(=O)N2 (stereo unspecified),i,i,i,i,i,i,-4,1,i,i,i
CCc1nnc(NC(=O)CSc2nnc(-c3ccc(NS(=O)(=O)c4ccccc4)cc3)o2)s1,i,i,i,i,i,i,21,0,i,i,i
O=C(NC(=S)Nc1ccccc1)c1cccs1,i,i,i,i,i,i,1,4,i,i,i
CCOC(=O)c1cc(-c2ccc(C#N)cc2)nc2c1c(C)nn2CCC#N,i,i,i,i,i,i,-5,-1,i,i,i
CCCc1nc2ccccc2n1CCOC,i,i,i,i,i,i,-9,-11,i,i,i

# (further entries)
SMILES,MrgX1 allo act,MrgX1 antagonist,RGS4 act,TRPC6 inhibitor,MrgX1 agonist,TRPC6 activator,SKKanGAS inh,HDAC3 inh,RGS4 block,ANO1 activ,TMEM16A inh
COc1ccc(C(=O)C2CCCN(C(=O)c3csc(C(C)=O)c3)C2)c(C)c1 (stereo unspecified),i,i,i,i,i,i,-3,-1,i,i,i
Cc1ccc(C(=O)Oc2oc(-c3ccco3)nc2C=Nc2ccc(Cl)cc2)cc1,i,i,i,i,i,i,-1,?,i,i,i
Cn1c(NCc2ccco2)nc2c1c(=O)n(Cc1ccc(Cl)c(Cl)c1)c(=O)n2C,i,i,i,i,i,i,59*,-7,i,i,i
CC1(C)[C@H]2CC=C(CN3CCC(N4CCC(C(=O)N5CCCC5)CC4)CC3)[C@@H]1C2,i,i,i,i,i,i,-2,-13,i,i,i
CN(CCc1ccccn1)C(=O)CCC1CCCN(C(=O)c2c3c(nn2C)CCCC3)C1 (stereo unspecified),i,i,i,i,i,i,2,-10,i,i,i
O=C(CNC(=O)c1ccccc1)Nc1cccc(C(F)(F)F)c1,i,i,i,i,i,i,-5,5,i,i,i
CC1CCN(C(=O)c2ccc(N3C(=O)C4CCC(C)CC4C3=O)cc2)CC1 (stereo unspecified),i,i,i,i,i,i,-7,1,i,i,i
O=C(CSc1nnc(-c2ccccn2)o1)Nc1ccccc1F,i,i,i,i,i,i,-1,nt,i,i,i
Cc1ccc(NNC(N)=S)cc1Cl,i,i,i,i,i,i,8,-2,i,i,i
Cc1ccc(C(=O)OCC(=O)N(C)C2CCS(=O)(=O)C2)cc1[N+](=O)[O-] (stereo unspecified),i,i,i,i,i,i,nt,-3,i,i,i
CCSc1ncc(/C=N/Nc2ccc(F)cc2)n1C,i,i,i,i,i,i,5,-6,i,i,i
C=CCn1cc(/C=C2/NC(=O)NC2=O)c2ccccc21,i,i,i,i,i,i,-3,2,i,i,i
COc1cccc(NC(=O)C2CCC(CNS(=O)(=O)c3cccs3)CC2)c1 (stereo unspecified),i,i,i,i,i,i,14,-6,i,i,i
O=C(NNC1=C(C(=O)C(F)(F)F)CCC1)c1ccncc1,i,i,i,i,i,i,18,10,i,i,i
Cc1cc(C(=O)Nc2sccc2C#N)c2ccccc2n1,i,i,i,i,i,i,27,2,i,i,i
CCOC(=O)c1cnc(-c2ccccc2)nc1Oc1ccc(Cl)cc1,i,i,i,i,i,i,-5,4,i,i,i
O=C1c2ccccc2NC(c2cccc([N+](=O)[O-])c2)N1CCc1ccccc1 (stereo unspecified),15*,i,i,i,i,i,3,-2,i,i,i
Cc1nn(C)c(=O)n1-c1ccccc1,i,i,i,i,i,i,-2,-3,i,i,i
CCn1c(SCc2ccc(C(=O)Nc3nccs3)cc2)nnc1-c1ccc(NC(C)=O)cc1,i,i,i,i,i,i,-2,-1,i,i,i
CC1C/C(=N/NC(=O)c2cccc(F)c2)c2ccc(O)cc2C1 (stereo unspecified),i,i,i,i,i,i,0,13,i,i,i
OC1(c2cn(Cc3ccccc3)nn2)CCCCC1,i,i,i,i,i,i,1,0,i,i,i
